# HDAC3 inh – HDAC3 deacetylase inhibitors, primary screen, biochemical, fluorescence, cell-free homogeneous | hit rate 0.15% among 320,000 | inhibition, % at 8.3 µM | Histone deacetylase 3 (Homo sapiens), O15379 | recombinant HDAC3, fluorogenic peptide/trypsin coupled; in the data active = inhibition above about 26%, passing the limit was not always enough; inconclusive = no clear call, values can overlap the other calls
# HSF-1 act – HSF-1 activators, primary screen, NIH3T3-HGL cells, MG132 stress, luminescence, single point. NIH3T3-HGL HSF-1 luciferase reporter, 8 h; 100% = twice DMSO control signal. activation, % at 9 µM. hit rate 1.7% among 300,000;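 active = mean replicate activation of at least 50% with a set share of replicates each reaching 50%; inconclusive = only one of those two conditions met; inactive = mean below 50% and too few replicates reaching it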;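 also: 0% = median of the neutral control wells and 100% = twice that signal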
# GSK3beta inhib – human GSK3beta kinase inhibitors, primary screen, biochemical, cell-free homogeneous, HTS; hit rate 0.038% among 300,000; Glycogen synthase kinase-3 beta (Homo sapiens), P49841; AID 2097, 2009; GST-GSK3beta kinase, ADP-Glo luminescence, 60 min; stronger effect = lower value; activity score (negative = inhibition), % at 10 µM;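 active = more than half of replicate wells score below -50%, meaning over 50% inhibition versus plate controls; inconclusive = some replicates but at most half score below -50%; inactive = no replicate scores below -50%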;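 also: 0% = median DMSO wells and -100% = median GW8510 positive control wells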
# Target sequence (P49841 whole entry, looked up): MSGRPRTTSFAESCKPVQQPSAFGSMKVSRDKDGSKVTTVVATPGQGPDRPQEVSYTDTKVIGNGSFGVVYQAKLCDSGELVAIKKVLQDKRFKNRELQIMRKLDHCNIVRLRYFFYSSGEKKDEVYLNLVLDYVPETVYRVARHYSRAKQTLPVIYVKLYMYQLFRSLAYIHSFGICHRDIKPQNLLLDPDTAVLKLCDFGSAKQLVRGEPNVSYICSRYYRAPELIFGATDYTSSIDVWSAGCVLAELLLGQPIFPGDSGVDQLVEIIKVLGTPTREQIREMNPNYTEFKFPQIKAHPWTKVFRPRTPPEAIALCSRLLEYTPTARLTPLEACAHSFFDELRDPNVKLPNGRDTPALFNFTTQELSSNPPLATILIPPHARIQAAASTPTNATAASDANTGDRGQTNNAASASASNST
#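 Test system: GST-tagged human GSK3beta kinase, cell-free; evaluation: activity score scaled between in-plate DMSO and GW8510 controls; measured by: ADP-Glo luminescence; incubation: 60 min reaction, RT; benchmarks: DMSO and 20 µM GW8510; reagent: peptide substrate plus 25 µM ATP (final); medium: Tris/MgCl2 kinase buffer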
# DYRK1A inh – rat Dyrk1A kinase inhibitors, primary screen, biochemical, single point, plate reader; Dual specificity tyrosine-phosphorylation-regulated kinase 1A (Rattus norvegicus), Q63470; ADP-Glo luminescence, NFATc1 peptide; inhibition, % at 12.5 µM; hit rate 0.43% among 310,000; in the data active = inhibition above about 50%;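 also: plate controls were vehicle with enzyme for no effect and no enzyme for full effect; many of its hits are not listed in these tables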
# HSF1 inhib – HSF1 inhibitors in luciferase reporter cells, primary screen, cell-based, NIH3T3, luminescence; AID 2098, 2009; hit rate 0.77% among 300,000; NIH3T3-HGL HSE-luciferase, MG132-induced, luminescence 8 h; stronger effect = lower value; activity change, negative = inhibition, % at 7.5 µM (by protocol);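 active = more than half of replicate wells show activity change below -50%, luminescence cut by over half; inconclusive = some wells, but at most half, below -50%; inactive = no replicate well below -50%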;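 also: luciferase reports HSF-1 transcriptional activity via heat shock element; 0% = median of DMSO wells and -100% = zero luminescence signal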
# AI-2 QS modul – Vibrio harveyi AI-2 quorum sensing modulators, primary screen, JMH597 strain, luminescence/OD600 ratio. AID 2094, 2009. activity change, % at 7.5 µM. hit rate 0.4% among 300,000. Vibrio harveyi JMH597 AI-2 luminescence/OD600 ratio, 9 h; stronger effect = lower value; strain lacks LuxN and CqsS sensors; 0 = neutral-control median; in the data active = activity change below about -75%, passing the limit was not always enough; inconclusive = no clear call, values can overlap the other calls;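 also: luminescence divided by OD600 gain over 9 h not by final OD600 alone; inactives centre near 13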
# GSK3A inh – blockers of GSK3A enzyme activity – biochemical, luminescence, cell-free homogeneous, HTS, primary screen; GSK-3 alpha kinase, ADP-Glo luminescence, 60 min; hit rate 0.1% among 320,000; inhibition, % at 10 µM;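 in the data active = inhibition above about 50%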;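 also: GST-tagged GSK-3 alpha with peptide substrate and 25 µM ATP; 0% = DMSO neutral wells and 100% = GW8510 positive control wells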
# Target sequence (P49840 whole entry, looked up): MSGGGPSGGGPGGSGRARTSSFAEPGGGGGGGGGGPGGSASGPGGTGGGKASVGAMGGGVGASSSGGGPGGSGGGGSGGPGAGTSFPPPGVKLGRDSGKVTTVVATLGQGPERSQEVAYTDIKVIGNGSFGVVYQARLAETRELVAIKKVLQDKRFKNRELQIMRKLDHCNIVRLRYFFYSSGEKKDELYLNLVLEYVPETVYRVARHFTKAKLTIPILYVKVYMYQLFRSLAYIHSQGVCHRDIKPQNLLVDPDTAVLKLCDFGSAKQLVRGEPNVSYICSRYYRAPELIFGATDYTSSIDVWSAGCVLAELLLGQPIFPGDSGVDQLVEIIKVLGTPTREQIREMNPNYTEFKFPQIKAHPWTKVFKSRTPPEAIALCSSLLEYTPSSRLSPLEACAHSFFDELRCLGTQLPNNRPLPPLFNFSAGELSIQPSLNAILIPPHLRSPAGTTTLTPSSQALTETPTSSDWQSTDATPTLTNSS
# PolyA inhibitor – polyadenylation inhibitors in yeast reporter cells, primary screen, luminescence, S. cerevisiae; hit rate 0.02% among 300,000; S. cerevisiae SKY197-pL101 polyadenylation reporter, beta-gal luminescence; efflux-impaired pdr1/pdr3 knockout yeast; score 100 = 6 SD above DMSO; AID 1875, 2009; calls only at 12 µM;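 active = lowest replicate activity score at least 50, where 100 means six control SD above control mean; inconclusive = lowest score under 50 but half or more replicates reach 50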;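 also: yeast exposed to compound for 9 h at 30 °C; higher score means more reporter readthrough which indicates perturbed polyadenylation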
# HSP90 inh – HSP90 inhibitors, primary screen, cell lysate, luminescence; Heat shock protein HSP 90 (rabbit reticulocyte lysate; luciferase refolding); Rabbit reticulocyte lysate, luciferase refolding luminescence, 3 h; inhibition, % at 5.6 µM; hit rate 0.91% among 290,000; AID 1789, 2009;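 active = inhibition above the screen-wide mean plus 3 SD, computed separately per campaign, cut at about 16% in these data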;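 also: 0% = DMSO wells and 100% = 60 µM geldanamycin wells; inhibitors lower the luminescence because luciferase stays unfolded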
# Platelet DG rel – inhibitors of platelet dense granule secretion, primary screen, cell-based, MLPCN, human platelets. human platelet-rich plasma, SFLLRN dense granule ATP release, luminescence. inhibition, %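 (compounds screened at 7.5 µM in platelet-rich plasma)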. hit rate 0.22% among 300,000. AID 1663, 2009;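 active = mean replicate score, as percent of positive control, at or above 50; inconclusive = mean below 50 but at least one replicate at or above 50; inactive = mean and every replicate below 50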
# Active calls of the source: *; i = inactive; ? = inconclusive; nt = not tested or not shown. Some of the compounds tested; the hit share may differ from the screen's.
SMILES,HDAC3 inh,HSF-1 act,GSK3beta inhib,DYRK1A inh,HSF1 inhib,AI-2 QS modul,GSK3A inh,PolyA inhibitor,HSP90 inh,Platelet DG rel
CCOc1cc(/C=N\NC(=O)Cc2ccccc2)ccc1OCC(=O)Nc1ccc(C)c(C)c1,2,nt,nt,-4,nt,nt,-2,nt,-1,nt
O=C(c1ccc(F)cc1)N1CCN(C2CCC(c3ccccc3)CC2)CC1 (centres undefined),-1,7,-3,-58,-7,12,-5,i,1,0
CCOc1ccccc1NC(=O)Nc1cccc(S(N)(=O)=O)c1,6,-16,2,nt,3,9,0,i,2,5
COc1ccc(OC)c(C2=Nn3c(nnc3-c3cc(C)[nH]n3)SC2)c1,4,-4,-5,nt,1,32,7,i,-4,8
COc1ccc(/C=N/NC(=O)c2cc(-c3ccccc3OC)nc3ccccc23)cc1COC(C)=O,-1,-29,-2,23,-17,27,-3,i,-1,9
COc1ccccc1CN1CCNC(=O)C1CC(=O)N(C)Cc1nc(C)cs1 (centres undefined),-19,0,4,8,2,24,0,i,-4,7
CCCc1nc2oc3ccccc3c(=O)c2c(=O)n1-c1ccccc1,2,42,-5,nt,14,11,3,i,-3,8
C=CCNc1nc(C2(C)CC3(CC(C)OC3=O)C(=O)O2)cs1 (centres undefined),-3,-6,3,0,-2,27,-1,i,1,3
CCOc1ccccc1-c1nnc(SCC(=O)Nc2ccccc2)o1,3,41,-7,-5,16,10,0,i,-6,6
OCCCn1c(CCCNc2nc(-c3cccc(Br)c3)cs2)nc2cc(Cl)c(N3CCCCC3)cc21,12,-11,0,-4,-1,15,-3,i,-2,3
COc1cccc(NC(=O)N[C@@H](Cc2ccccc2)C(=O)O)c1,-2,8,0,-1,-7,42,0,i,3,-2
Fc1ccccc1CSc1nnc(-c2cnccn2)n1Cc1ccco1,1,67*,-1,0,49,29,-2,i,0,-6
C=CCc1ccccc1OCC(O)CNC1CCCC1 (centres undefined),2,-3,-2,-1,-9,-5,10,i,2,-9
CNCC(O)Cn1c(C(F)(F)F)nc2ccccc21 (centres undefined),-3,-1,-2,-2,-5,-5,0,i,1,-2
CN(C)CCCN1C(=O)C(=O)/C(=C(/O)c2ccncc2)C1c1cccc(Br)c1 (centres undefined),4,-5,0,3,-11,34,3,i,1,5
O=C(COC(=O)Cc1cccs1)NCc1ccc(F)cc1,1,2,-1,-1,-6,18,-2,i,0,20
COCC(C)NC(=S)N1CCN(c2ccccc2Cl)CC1 (centres undefined),3,-10,5,-3,-3,12,-2,i,1,1
CC(=O)c1cccc(NC(=O)N2CCC(c3nnc(SCC(N)=O)n3C)CC2)c1,0,17,-4,0,4,13,-1,i,6,11
CC(C)(C)C(=O)NCCc1nc(-c2ccccc2)no1,3,-6,-2,-14,-13,6,-2,i,nt,-3
S=C(NNC(=S)NC1CC2C=CC1C2)NC1CC2C=CC1C2 (centres undefined),-4,4,1,8,-8,14,-1,i,0,11

# Two of these compounds, reformatted:
SMILES	HDAC3 inh	HSF-1 act	GSK3beta inhib	DYRK1A inh	HSF1 inhib	AI-2 QS modul	GSK3A inh	PolyA inhibitor	HSP90 inh	Platelet DG rel
COc1ccccc1CN1CCNC(=O)C1CC(=O)N(C)Cc1nc(C)cs1 (centres undefined)	-19	0	4	8	2	24	0	i	-4	7
CCCc1nc2oc3ccccc3c(=O)c2c(=O)n1-c1ccccc1	2	42	-5	nt	14	11	3	i	-3	8

# Back to the main list; the 3 compounds before the break are reprinted first.
SMILES,HDAC3 inh,HSF-1 act,GSK3beta inhib,DYRK1A inh,HSF1 inhib,AI-2 QS modul,GSK3A inh,PolyA inhibitor,HSP90 inh,Platelet DG rel
CC(=O)c1cccc(NC(=O)N2CCC(c3nnc(SCC(N)=O)n3C)CC2)c1,0,17,-4,0,4,13,-1,i,6,11
CC(C)(C)C(=O)NCCc1nc(-c2ccccc2)no1,3,-6,-2,-14,-13,6,-2,i,nt,-3
S=C(NNC(=S)NC1CC2C=CC1C2)NC1CC2C=CC1C2 (centres undefined),-4,4,1,8,-8,14,-1,i,0,11
O=C(Nc1ccccc1)C1=C[C@@H](c2coc3ccccc3c2=O)C[C@@H](OCCCCO)O1,8,0,-1,-3,2,23,-1,i,12,-5
O=C1/C(=C/c2cccc3ccccc23)CCCc2ccccc21,-3,27,3,0,27,19,-1,i,-1,14
CC1C(=O)N2CCCc3cc(S(=O)(=O)NCc4ccccc4Cl)cc1c32 (centres undefined),1,1,1,9,-4,17,2,i,-2,0
COc1ccc(C2CC(=O)c3cnn(-c4nc(C)cc(C)n4)c3C2)cc1 (centres undefined),-1,-8,0,1,5,33,0,nt,-2,3
CCOC(=O)c1cc(S(=O)(=O)NCC2CCN(Cc3cccc(C)c3)CC2)cn1C,1,34,0,0,9,92,-15,i,-3,-1
CC(C)Sc1ncnc2c1oc1ccccc12,1,12,-1,-2,-1,-9,-1,i,5,21
COc1cccc(NC(=O)Cc2cn(C)c3ccccc23)c1,3,6,-1,0,7,11,-1,i,-4,-3
Brc1ccc(CNCc2cccs2)cc1,-3,-2,4,-4,2,10,-48,i,-2,6
CC(C)N1CCN(Cc2cccs2)CC1CCO (centres undefined),nt,-23,1,2,0,3,nt,i,5,-3
COc1ccc(NC(=O)C2CC(=O)N/C(=N/N=C/c3ccco3)S2)cc1 (centres undefined),3,-5,-1,nt,0,7,2,i,-8,-7
O=C(CN1CCOCC1)Nc1cccc([N+](=O)[O-])c1,-4,9,-6,11,7,10,-3,i,nt,-6
Cc1nc2c(oc3ccc(Cl)cc32)c(=O)[nH]1,-7,-7,3,-4,2,39,7,i,3,2
Cc1csc2c(N3CCN(C(=O)c4ccc(C(C)(C)C)cc4)CC3)ncnc12,4,2,7,4,0,39,-1,i,5,6
CC(NC(=O)Nc1ccc(F)cc1F)c1ccc2c(c1)OCO2 (centres undefined),-6,6,3,-3,-1,14,1,i,4,9
CCc1cccc(CC)c1NC(=S)NCCc1c(C)[nH]c2ccccc12,5,-5,0,2,-3,6,-1,i,2,-10
O=C(N/N=C/c1c(Cl)[nH]c2ccccc12)c1ccc2c(c1)OCCO2,7,-26,0,nt,-10,13,1,i,6,4
O=C(O)c1ccccc1C(=O)NCCc1ccc(Cl)cc1,-7,11,-5,2,4,20,-2,i,2,-3
CNC(=S)N/N=C(\C)c1cccc(C(F)(F)F)c1,10,19,2,7,-3,3,-4,i,-2,3
N#C/C(=C\c1cccc([N+](=O)[O-])c1)C(=O)Nc1cccnc1,-5,21,nt,-2,3,nt,-1,i,1,4
Cc1ccc2c(c1)CCCN2C(=O)c1ccco1,0,-6,3,-28,4,10,4,i,0,-3
CCOC(=O)CSC1=Nc2ccccc2C2=NC(CC(=O)NCc3ccc(OC)cc3)C(=O)N12 (centres undefined),3,2,1,-2,0,21,-1,i,0,-5
C=CCn1c(COc2cc(C)ccc2C(C)C)nnc1SCC(=O)c1c(N)n(C)c(=O)n(C)c1=O,-6,2,4,0,-3,39,nt,i,2,-1
CCOC(=O)c1nn(-c2cccc(Cl)c2)c2nc(CC(C)C)c(C#N)c(=O)n12,-2,5,-1,-4,-4,15,-1,i,5,1
Cc1ccccc1C(=O)c1cccn1CC(=O)NCc1ccc(F)cc1,6,11,3,0,6,9,0,i,-1,-3
COc1ccc(Cl)cc1C(=O)NNC(=S)NC(=O)c1cc(-c2ccccc2)nc2ccccc12,13,-5,-2,0,-15,40,1,i,3,-5
CCc1nn(CC(=O)NCCc2ccc(Cl)cc2)c(=O)c2cccn12,4,26,2,-1,10,5,0,i,-3,-2
Cn1nc(-c2ccc(C(=O)Nc3cccc(Cl)c3)cc2)c2ccccc2c1=O,-13,4,4,-3,2,17,-1,i,0,-2
Clc1ccc(-c2cc(COc3ccccc3)on2)cc1,1,?,-1,-1,47,?,0,i,-3,-7
Cc1cccc2cc(COC(=O)C3CCCCC3)c(=O)[nH]c12,0,4,1,3,-12,-1,-3,i,1,-2
CCn1cc(C(=O)NCC2CCCO2)c(=O)c2cc(S(=O)(=O)N(C)C3CCCCC3)ccc21 (centres undefined),-1,8,-1,-6,3,35,0,i,0,0
Cc1csc(NC(=O)c2nc3nc(C)cc(C)n3n2)n1,4,61*,-5,-4,18,108,1,i,8,-6
Cc1nn(-c2ccccc2)c2c1C(c1ccc(F)cc1F)C(C#N)=C(N)O2 (centres undefined),?,19,-1,-17,15,4,2,i,10,4
CCOc1ccc(N=c2oc3cc(O)ccc3cc2C(=O)NCC2CCCO2)cc1 (centres undefined),-1,-24,2,5,-15,17,1,i,-3,11
COc1ccc(NC(=O)N(Cc2cccs2)Cc2cc3cc4c(cc3[nH]c2=O)OCO4)cc1,16,-4,2,nt,-8,34,-4,i,3,9
Cc1ccc(NC(=O)CC(=O)c2ccc([N+](=O)[O-])cc2)cc1S(=O)(=O)Nc1cccc(Cl)c1,3,2,-4,0,-9,18,2,i,-1,3
Cc1c(C#N)c(N)nc2c3c(sc12)NC(=O)CC3c1ccc(F)cc1 (centres undefined),-3,9,1,-1,-1,15,-3,i,-1,?
COc1ccc(/C=C/C(=O)OCc2csc(-c3ccccc3)n2)cc1OC,0,22,0,-5,6,22,3,i,-2,-6
CCCCNC(=O)C1CCCNC1=O (centres undefined),3,1,0,nt,-1,6,2,i,0,4
COc1ccc(CC2(CO)CCN(Cc3cnn(-c4ccccc4)c3)CC2)cc1,2,0,0,1,1,15,-2,i,1,2
COc1ccc2c(c1)c(C(=O)N/N=C/c1cn(C)c3ccccc13)c(C)n2C,7,-5,5,nt,-2,27,-2,i,1,8
Cc1onc(-c2ccccc2Cl)c1C(=O)N1CCCCC1C (centres undefined),-5,11,2,0,4,6,-1,i,-2,-4
